Screening results from PubChem BioAssay.
AGP1 TOR yeast – yeast TOR pathway AGP1-GFP modulation; S. cerevisiae AGP1-GFP multiplex flow cytometry, 3 h; GFP as percent of DMSO wells; GFP response vs DMSO, % at 10 µM; 320,000 compounds, 0.02% hits; AID 2066;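 active means GFP response relative to DMSO above a set limit, near screen average plus 3 SD, cut at about 150% in these data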;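 further: median GFP channel fluorescence of the gated AGP1 strain per well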
LAP4-GFP MLPCN – alters LAP4-GFP fluorescence in TOR pathway yeast screen. S. cerevisiae LAP4-GFP multiplex, flow cytometry GFP, 3 h; median GFP as percent of DMSO wells. GFP response vs DMSO, % at 10 µM. 320,000 compounds, 0.34% hits;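 active means GFP response vs DMSO above a set limit, about the screen mean plus 3 SD, cut at about 150% in these data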
MEP2-GFP yeast – yeast TOR pathway MEP2-GFP modulation | S. cerevisiae MEP2-GFP strain, flow cytometry GFP, 3 h; 100% = DMSO control level | GFP response vs DMSO, % at 10 µM | 330,000 compounds, 0.51% hits;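 active means GFP response versus DMSO above a set limit, roughly screen mean plus 3 SD, cut at about 180% in these data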;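 further: median GFP fluorescence of the barcode-gated MEP2-GFP cells per well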
CR mimetic SO – yeast age-related superoxide inhibition as caloric restriction mimetic | superoxide response (% of plate mean), % at 10 µM | S. cerevisiae aged cells, superoxide DHE fluorescence; active compounds read low | 330,000 compounds, 0.18% hits | AID 2690;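 active means superoxide response under a set limit, about three screen SD below normal, cut at about 65% in these data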;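 further: yeast aged for seven days with compound at 30 °C before DHE staining; 100% = average MFI of all compound-treated wells on the plate with controls excluded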
VLA-4 inh – inhibition in a human VLA-4 binding assay; P13612; VLA-4 expressing cells, ligand binding flow cytometry; inhibition, % (about 7 µM as worked out from the volumes in the protocol); 330,000 compounds, 0.2% hits; AID 2557; in the data active means inhibition above about 50%
RPL19A TOR yeast – modulators of TOR pathway RPL19A-GFP in S. cerevisiae. S. cerevisiae RPL19A-GFP strain, flow cytometry, 3 h; active compounds read low. 330,000 compounds, 0.3% hits. AID 2025. percent response vs DMSO, % at 10 µM;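 active means percent response vs DMSO below 50%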;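 further: median channel GFP fluorescence of the barcoded RPL19A-GFP strain; ratio of sample median GFP to plate DMSO average so 100% = DMSO; lower means less RPL19A-GFP as with rapamycin TOR inhibition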
CIT2 TOR yeast – yeast TOR pathway CIT2-GFP modulation; S. cerevisiae CIT2-GFP strain, flow cytometry, 3 h; 100 means same as DMSO wells; GFP response vs DMSO, % at 10 µM; 320,000 compounds, 0.065% hits;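 active means GFP response relative to DMSO above a set limit, near the screen mean plus 3 SD, cut at about 150% in these data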;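 further: ratio of well median GFP fluorescence to mean of DMSO wells on the plate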
GRK2 inh – blocks RNA aptamer binding to human GRK2; bead flow cytometry, FAM-aptamer displacement from GRK2; P25098; 330,000 compounds, 0.59% hits; inhibition of aptamer binding, % at 10 µM;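 active means inhibition of aptamer binding above 40%, roughly 3 SD of noise, on plates passing a quality check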;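 further: median bead fluorescence of bound FAM aptamer so fluorescent compounds give negative values; no value below 0 was filed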
Target sequence (P25098 whole entry, looked up): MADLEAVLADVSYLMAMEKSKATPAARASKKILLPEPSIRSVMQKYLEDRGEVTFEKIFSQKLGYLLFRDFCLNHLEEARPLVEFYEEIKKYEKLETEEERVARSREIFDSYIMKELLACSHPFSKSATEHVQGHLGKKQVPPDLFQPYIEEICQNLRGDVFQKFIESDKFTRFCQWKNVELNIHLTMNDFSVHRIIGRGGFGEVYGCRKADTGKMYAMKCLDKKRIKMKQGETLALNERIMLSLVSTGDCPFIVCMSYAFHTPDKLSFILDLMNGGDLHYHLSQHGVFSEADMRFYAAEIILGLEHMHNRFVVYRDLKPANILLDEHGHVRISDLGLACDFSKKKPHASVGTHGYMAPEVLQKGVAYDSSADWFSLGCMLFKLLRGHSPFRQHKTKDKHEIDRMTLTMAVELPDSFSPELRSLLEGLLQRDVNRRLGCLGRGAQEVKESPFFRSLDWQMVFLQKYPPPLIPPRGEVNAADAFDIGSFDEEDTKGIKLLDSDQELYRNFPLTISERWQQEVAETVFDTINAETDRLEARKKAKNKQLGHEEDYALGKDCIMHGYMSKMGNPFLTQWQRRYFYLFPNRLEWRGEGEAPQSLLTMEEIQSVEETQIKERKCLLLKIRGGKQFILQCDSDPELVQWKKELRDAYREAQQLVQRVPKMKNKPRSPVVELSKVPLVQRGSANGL
Starred values were filed as active, the others as inactive; / = not tested or not shown; [ ] = another dose, or the depositor's remark. Outcome played no part in choosing rows; about 1.7% have a hit in one of these screens.

SMILES	AGP1 TOR yeast	LAP4-GFP MLPCN	MEP2-GFP yeast	CR mimetic SO	VLA-4 inh	RPL19A TOR yeast	CIT2 TOR yeast	GRK2 inh
COc1cc(NC(=O)Nc2ccc(Cl)c(Cl)c2)c(C(=O)O)cc1OC	107	97	105	121	-1	99	97	0
O=C(/C=C/c1ccco1)Nc1ccc(S(=O)(=O)N2CCOCC2)cc1	112	104	102	103	5	110	108	0
O=C(CC1CCCCC1)NCc1ccccc1	102	98	106	107	0	104	107	1
Cc1cc(NC(=O)CSc2nccn2-c2cccc(Cl)c2)no1	114	134	109	99	8	101	105	6
CC(CN1CCN(C)CC1)OC(=O)c1cccc(Cl)c1 (stereo not drawn)	103	101	91	102	7	96	98	0
Cc1ccc(S(=O)(=O)N(C)CC(=O)OCC(=O)Nc2ccccc2)cc1	102	104	103	105	2	99	90	1
COc1cc2nc(Cl)nc(NCCO)c2cc1OC	104	104	98	101	10	95	97	0
CC(NC(=O)c1ccc(NC(=O)c2ccco2)cc1)c1ccccc1 (stereo not drawn)	95	86	98	129	12	99	97	0
CC(C)C(C(=O)NCc1ccco1)N(C(=O)CNS(=O)(=O)c1ccccc1)c1ccccc1 (stereo not drawn)	94	90	101	101	-2	97	92	0
Cc1scc(C(=O)N/N=C/c2ccc(OCC(C)C)cc2)c1C	100	101	98	100	11	103	99	2
COc1ccccc1C(=O)NCC1(c2ccccc2)CCCC1	98	97	104	104	5	97	103	0
O=C(CSc1nnc(-c2ccncc2)o1)c1cccc([N+](=O)[O-])c1	109	97	106	95	2	93	104	0
Cn1c(CNC(=O)c2ccc(F)cc2)cc2ccccc21	94	93	95	109	2	100	89	0
Cc1cccc(NC(=O)CSc2nc(-c3ccccc3)c(C#N)c(=O)[nH]2)c1C	105	107	109	90	-5	102	111	0
COc1ccc(NC(=O)COC(=O)CNS(=O)(=O)c2ccccc2)cc1OC	99	92	104	105	-21	107	102	1
CSCCC(NC(=O)c1ccc(=O)n(C)n1)c1nc2ccccc2[nH]1 (stereo not drawn)	105	104	108	95	-1	99	100	0
Cc1[nH]nc(SCC(=O)NC2CCCC2)c1[N+](=O)[O-]	103	105	101	96	4	99	99	4
CCCn1c(-c2cccc([N+](=O)[O-])c2)nc2c1c(=O)[nH]c(=O)n2Cc1ccccc1	102	98	95	96	-1	102	96	0
COc1ccc(S(=O)(=O)N2CCN(C(=O)c3c(-c4ccccc4)noc3C)CC2)cc1	100	108	118	102	-7	104	96	0
Cc1nc2scc(-c3cccs3)c2c(=O)o1	91	102	97	107	8	92	90	1
CN(c1ccc(C(=O)NCC2CCCO2)cc1)S(C)(=O)=O (stereo not drawn)	102	111	107	128	15	103	106	0
O=C(CCC1CCCCC1)NCCN1CCOCC1	107	92	107	99	-12	101	112	0
Cc1cc(Nc2cccc(F)c2)nc(N2CCOCC2)n1	107	103	95	98	-1	93	96	0
CC(C)(C)NC(=O)C(=O)NCc1ccccn1	84	86	87	101	-7	87	81	3
O=C(Cc1cccs1)NCCc1ccc(Cl)cc1	114	118	109	106	14	111	106	1
Cc1ccc(-n2c(C)cc(C(=O)OCC(=O)N(C)C3CCS(=O)(=O)C3)c2C)cc1 (stereo not drawn)	110	99	109	114	-8	106	112	2
CCC(Oc1ccccc1)C(=O)N1CC(C)CC(C)C1 (stereo not drawn)	101	106	106	105	5	102	90	0
CC(C)OC(=O)c1ccc(NC(=O)Cn2c(-c3nonc3N)nc3ccccc32)cc1	103	92	105	108	0	104	86	3
NS(=O)(=O)c1ccc(NN=C2CCN(Cc3ccccc3)CC2)c([N+](=O)[O-])c1	94	100	97	97	-4	93	91	1
Cc1ccc(S(=O)(=O)NCCC(=O)Nc2ccc(C)c(Cl)c2)cc1C	99	103	105	98	38	101	99	1
CCN(CC)S(=O)(=O)c1cc(C(=O)O)c(Cl)cc1Cl	94	97	96	102	22	94	98	0
CS(=O)(=O)N(CC(=O)N1CCOCC1)c1ccc2c3c(cccc13)CC2	107	107	106	86	-4	103	104	0
Cc1ccc(NC(=O)CSCC(=O)Nc2ccccc2N2CCCC2)cc1	91	90	92	97	-2	87	91	4
O=C(c1oc2ccccc2c1N1CCCCC1)N1CCCCC1	101	104	107	106	-14	100	95	0
Cc1ccc(S(=O)(=O)NCc2ccc(N3CCN(C(=O)OC(C)(C)C)CC3)cc2)cc1	105[may fluoresce green]	100[may fluoresce green]	98[may fluoresce green]	97	19	96[may fluoresce green]	123[may fluoresce green]	2
CCOC(=O)c1[nH]c(C)c(C(=O)NC2CCN(C(=O)OCC)CC2)c1C	102	99	98	103	-1	94	106	3
c1csc(CN2CCOCC2)c1	102	102	107	100	-3	102	101	1
O=C(N=C1SCC(=O)N1c1ccccc1Cl)c1ccco1	96	94	104	139	-21	95	94	0
Cc1ccc(OCCNc2cc(N3CCN(CCO)CC3)ccc2[N+](=O)[O-])cc1C	97	99	97	112	17	99	91	0
COC(=O)CS(=O)(=O)c1cc(Br)cc2c1N(C(C)=O)CC2	104	103	97	96	13	101	107	0

Record cards, as listed above. Order of screens: AGP1 TOR yeast | LAP4-GFP MLPCN | MEP2-GFP yeast | CR mimetic SO | VLA-4 inh | RPL19A TOR yeast | CIT2 TOR yeast | GRK2 inh
Entry for `O=C(Cc1cccs1)NCCc1ccc(Cl)cc1` → 114 | 118 | 109 | 106 | 14 | 111 | 106 | 1
Entry for `Cc1ccc(-n2c(C)cc(C(=O)OCC(=O)N(C)C3CCS(=O)(=O)C3)c2C)cc1` (stereo not drawn) → 110 | 99 | 109 | 114 | -8 | 106 | 112 | 2
Entry for `CSCCC(NC(=O)c1ccc(=O)n(C)n1)c1nc2ccccc2[nH]1` (stereo not drawn) → 105 | 104 | 108 | 95 | -1 | 99 | 100 | 0
Entry for `CC(C)(C)NC(=O)C(=O)NCc1ccccn1` → 84 | 86 | 87 | 101 | -7 | 87 | 81 | 3
Entry for `O=C(CSc1nnc(-c2ccncc2)o1)c1cccc([N+](=O)[O-])c1` → 109 | 97 | 106 | 95 | 2 | 93 | 104 | 0

Continuation.
SMILES	AGP1 TOR yeast	LAP4-GFP MLPCN	MEP2-GFP yeast	CR mimetic SO	VLA-4 inh	RPL19A TOR yeast	CIT2 TOR yeast	GRK2 inh
COc1ccc(CN2CCN(S(=O)(=O)c3ccccc3)CC2)c(OC)c1OC	105	102	96	112	25	94	89	0
O=C1C(Cl)=C(NC2CCCCC2)C(=O)N1Cc1ccccc1	105	102	96	96	3	98	91	1
COc1c(O)ccc(C2NC(=O)NC(C)=C2C(=O)Nc2ccccc2C)c1[N+](=O)[O-] (stereo not drawn)	105	97	99	95	-4	99	103	0
O=C(O)c1ccc(CSc2nnc(COc3ccccc3)o2)cc1	85	96	88	107	12	87	/	3
COCCn1c(=NC(=O)CCS(=O)(=O)c2ccccc2)sc2cc(F)ccc21	99	119	105	98	-13	102	93	2
CN1CCN(c2ccc(Cl)cc2NC(=O)/C=C/c2cccc(F)c2)CC1	103	100	106	117	43	102	100	0
CCOC(=O)C1(Cc2cccc(OC)c2)CCCN(C(=O)c2cc(C)[nH]n2)C1 (stereo not drawn)	98	102	99	98	8	98	98	1
Cc1ccc(NC(=O)CN(C)C(=O)Cc2ccc(Cl)c(Cl)c2)cc1	91	98	102	102	5	103	95	0
COC(=O)/C(C#N)=C/c1cc(C)sc1C	108	102	99	98	4	99	94	0
CC1(C(=O)OCC(=O)NC(=O)c2ccccc2)CC1(Cl)Cl (stereo not drawn)	106	100	94	116	5	96	102	1
Cc1cc(Cl)c(S(=O)(=O)Nc2ccccn2)cc1OCC(N)=O	102	101	106	108	4	98	101	0
CC(=O)Nc1nc2c(s1)C(=O)NCCC2	84	81	92	99	22	88	88	4
Cc1ccc(C2=[N+]([O-])C(C)N(O)C2(C)C)o1 (stereo not drawn)	110	104	98	94	-6	95	107	1
COCCn1nnnc1C(CC(C)C)N1CCN(c2ccccc2)CC1 (stereo not drawn)	101	99	101	106	-4	100	107	0
COc1ccc(/C=N/NC(=O)c2ccc(C)nc2)cc1O	96	85	96	109	6	103	103	1
COC(=O)/C(=C\c1c(OC)cc(OC)cc1OC)C(=O)c1ccc2c(c1)OCO2	84	118	88	101	-4	96	86	2
COc1ccc(COc2ccc3ccc(=O)oc3c2)cc1	83	88	94	93	-4	101	83	1
O=C1N[C@@H](Cc2ccccc2)C(=O)N2[C@@H]1C[C@@]1(Br)c3ccccc3N(S(=O)(=O)c3ccccc3)[C@@H]21	88	107	96	101	-7	102	81	3
c1cncc(-c2cccnc2)c1	100	94	102	101	20	97	101	0
O=C(Nc1cccc(Cl)c1)/C(=C\c1cccnc1)NC(=O)c1ccco1	102	92	99	91	8	104	102	3
CCc1sc(NC(=O)CN2CCC(C(N)=O)CC2)nc1-c1ccccc1	101	93	107	100	-1	103	104	2
COc1ccc(N(C(=O)c2cc3ccccc3oc2=O)C2C=CS(=O)(=O)C2)c(OC)c1 (stereo not drawn)	101	99	104	101	3	100	105	1
Cc1ccc(C)c(S(=O)(=O)N2CCN(C(=O)CN3C(=O)NC(C)(C)C3=O)CC2)c1	96	95	102	98	-12	95	99	0
CC(=O)c1[nH]c(C)c(C(C)=O)c1C	103	107	107	108	-4	101	107	4
COc1ccc(C)cc1S(=O)(=O)N(CC(=O)O)c1ccccc1	95	96	100	85	2	96	97	4
NS(=O)(=O)c1ccc(CCNC(=O)Cc2cccs2)cc1	100	92	105	89	-16	100	107	2
Cc1ccc(S(=O)(=O)N(C)C2(C)CCS(=O)(=O)C2)cc1 (stereo not drawn)	100	99	103	104	0	99	105	0
Cn1c(SCc2nc(-c3ccc(Cl)cc3)no2)nnc1-c1cccs1	105	106	110	102	-3	101	107	0
COc1ccc(S(=O)(=O)N2CCCCCC2)cc1C(=O)N(C)Cc1ccc(C)cc1	95	99	98	99	1	97	88	0
CCCn1c2ccccc2c2cnn(CC(=O)NCCOC)c(=O)c21	104	98	106	93	2	108	104	2
Cc1ccc(C)n1-c1ccc(-c2nnc3n2CCCCC3)s1	96	101	98	99	8	96	95	0
CCn1cc(C(=O)O)c(=O)c2cnc(N3CCN(C(=S)NC(=O)c4ccccc4)CC3)nc21	102	100	120	106	2	112	94	3
Cc1nn(C(=O)c2cc([N+](=O)[O-])ccc2Cl)c(C)c1Br	100	99	106	68	-8	104	103	2
CCCc1nc(SCc2ccccc2Cl)n[nH]1	86	/	86	105	-4	89	82	1
COc1ccccc1-n1c(=O)c(C#N)c(-c2ccc([N+](=O)[O-])cc2)c2cc(C(=O)c3ccccc3O)cnc21	99	89	97	100	-15	91	104	0
Cc1nn(-c2ccc(F)cc2)c(C)c1CN1CCN(Cc2ccccc2)C(CCO)C1 (stereo not drawn)	104	99	93	105	4	96	102	0
Cc1cc(=O)oc2cc(OC(C)C(=O)NCCCn3ccnc3)ccc12 (stereo not drawn)	85	88	90	120	6	91	89	0
N#Cc1c(-c2ccccc2)c(-c2ccccc2)n(Cc2ccco2)c1NC(=O)c1cccs1	104	99	105	102	0	100	99	6
O=C(COC(=O)c1ccccc1C(=O)c1ccc(Cl)cc1)NCC1CCCO1 (stereo not drawn)	95	96	111	100	1	100	110	0
CN(CCC#N)C(=O)Cn1nc(Cc2ccncc2)c2ccccc2c1=O	100	103	111	84	14	98	105	0
O=C(COc1ccc(-c2ccccc2)cc1)N/N=C/c1ccccc1Br	108	101	108	108	12	104	107	4
Cc1oc(CC(C)C)c(CN2CCCC2)c1C(=O)O	98	96	98	103	-1	101	97	2
FC(F)Oc1ccc(NC(=S)NCC2COc3ccccc3O2)cc1 (stereo not drawn)	104	106	102	96	17	101	103	1
O=C(CSc1nnc(CNc2cccc(Cl)c2)o1)OC1CCCCC1	102	107	93	116	30	97	101	0
NC(N)=Nc1nc(-c2ccccc2)c2ccccc2n1	91	101	104	109	7	98	94	0
Cc1ccc(CNC(=O)CCCn2c(=O)c3ccccc3n(CC(=O)NCc3ccco3)c2=O)cc1	87	90	97	105	2	98	89	0
